# All columns: NCI-60 one-dose screen, growth in % after 48 h at 10 µM unless noted; 100 = growth as untreated, 0 = no growth, -100 = all killed.
# MCF7 – MCF7 breast cancer; 6.3% of 82,000 active
# T-47D – T-47D breast cancer; AID 1794792; 5% of 79,000 active
# K-562 – K-562 leukemia; 7.4% of 78,000 active
# SR – SR leukemia cells | 8.7% of 73,000 active
# MDA-MB-231 – MDA-MB-231 breast cancer; AID 1794789; 5% of 81,000 active
# MDA-MB-468 – MDA-MB-468 breast cancer; 8.5% of 78,000 active; AID 2202374
# BT-549 – BT-549 breast cancer | 4.4% of 78,000 active
# HS 578T – HS 578T breast cancer | 4.1% of 78,000 active
# * hit, by the source's call; . = not tested or not shown; & = joins results of further samples. How the source made its calls: active means growth percent below 10; inactive means the rest.
SMILES,MCF7,T-47D,K-562,SR,MDA-MB-231,MDA-MB-468,BT-549,HS 578T
NS(=O)(=O)Oc1ccc(-c2cn3ccsc3n2)cc1,86,85,95,97,104,100,102,100
COc1ccc(C2CC(c3ccc(OC)cc3OC)=NN2C(=O)c2ccc(S(C)(=O)=O)cc2)cc1 (configuration not stated),95,82,68,89,91,105,89,96
C#CCOc1ccc(/C=N/Nc2nc(-c3ccccc3)cs2)cc1OCC#C,60,50,59,50,89,65,89,88
CS(=O)(=O)Nc1cc(-c2ccc3ncnc(Nc4c(Cl)ccc5c4OCO5)c3c2)cnc1Cl,0.2*,-31*,14,-8.3*,1.0*,-74*,-26*,-16*
Nc1cc(-c2ccc(Cl)cc2)nn1-c1nc(-c2ccc(Cl)c(Cl)c2)cs1,81,97,104,100,87,121,100,99
CCC(=O)c1cc2c(cc1C)C(C)(C)CCC2(C)C,90,89,103,98,.,106,97,103
COc1ccc(/C=C/c2nc(Nc3ccc(S(=O)(=O)Nc4ncccn4)cc3)c3ccccc3n2)cc1,84,84,.,89,90,94,99,93
COc1ccc(CNC2CCCCC2)cc1,99,111,103,101,114,114,107,.
COc1cc2c(c(OC)c1OC)CCC(c1cccc(C(=O)Nc3ccc(C#N)cc3)c1)O2 (configuration not stated),32,3.6*,20,17,49,46,27,72
Clc1ncc(Br)c(NC2CCCCCC2)n1,93,91,105,95,105,104,105,106
CC12CCC3C(CCC4CC(O)CCC43C)C1C/C(=C/O)C(=O)O2 (configuration not stated),102,106,102,96,106,108,109,98
CC(C)(C)C(CC(=O)/C=C\c1ccccc1)c1ccccc1 (configuration not stated),57,56,46,49,89,82,76,87
O=C(CSc1nnc(-c2cccs2)n1-c1ccccc1)Nc1cccc(F)c1,89,93,80,82,87,110,100,75
CCOC(=O)C(Cc1ccccc1)N/C(CCCO)=C(/C#N)c1nc2ccc(C)cc2c(=O)[nH]1 (configuration not stated),97,110,96,71,110,.,113,121
O=C1/C(=C/c2ccc(F)cc2)C=C(c2ccccc2)N1CCc1ccccc1,50,52,71,47,57,73,79,42
O=C1/C(=C\c2ccccc2O)Sc2ccc(Cl)cc21,50,88,95,74,89,105,120,96
COc1cc2c(cc1OC)CC[N+](CCC[N+](C)(C)C)=C2,95,103,111,90,115,103,93,111
Cc1ccc(CSc2nc(-c3ccc(F)cc3)c(C#N)c(N3CCNCC3)n2)cc1,98,98,102,136,98,111,101,90
CCN1C(=O)N(CC)C2C1NN=c1s/c(=C\c3cccc([N+](=O)[O-])c3)c(=O)n12 (configuration not stated),17,59,11,13,12,4.0*,13,18
Nc1ccc(-c2ccc(N)c(S(=O)(=O)O)c2)cc1S(=O)(=O)O,104,106,118,153,110,.,113,113

# One compound at a time (already shown).
# `NS(=O)(=O)Oc1ccc(-c2cn3ccsc3n2)cc1` across the screens: MCF7 = 86; T-47D = 85; K-562 = 95; SR = 97; MDA-MB-231 = 104; MDA-MB-468 = 100; BT-549 = 102; HS 578T = 100
# `Nc1ccc(-c2ccc(N)c(S(=O)(=O)O)c2)cc1S(=O)(=O)O` across the screens: MCF7 = 104; T-47D = 106; K-562 = 118; SR = 153; MDA-MB-231 = 110; MDA-MB-468 = .; BT-549 = 113; HS 578T = 113

# (cont.)
SMILES,MCF7,T-47D,K-562,SR,MDA-MB-231,MDA-MB-468,BT-549,HS 578T
Clc1nccc2c(-c3csc(-c4c[nH]c5ccc(Br)cc45)n3)c[nH]c12,24,18,4.0*,6.3*,14,27,53,31
CC1=CC(C)(C)NC(=S)N1,99,96&117,111&92,106&100,94&131,109,103&108,111&125
CC(=O)n1nc(C(=O)OC(C)C)c2cc(C)c(C)cc21,91,89,91,85,102,93,98,97
CNC1=C([N+](=O)[O-])C(c2ccc(OC)cc2)c2c([nH]c(=O)[nH]c2=O)N1 (configuration not stated),93,106,105,93,102,105,110,111
CCCCCc1ccc(S(=O)(=O)Nc2ccc3nc(N)oc3c2)cc1,32,36,28,31,64,.,62,74
CC(=O)Nc1nc(O)c(C=Nc2cccnc2)s1,90,90,106,124,109,108,105,98
Cc1cccc(/C=N/NC(=O)Nc2[nH]c3ccc(S(N)(=O)=O)cc3c2-c2ccccc2)c1,92,96,124,45,82,99,108,105
c1cncc(-c2cn3nc(-c4c[nH]c5ccccc45)sc3n2)c1,35,70,.,.,52,-9.3*,33,58
CN(C)CCc1[nH]c2ccccc2c1CC#N,106,109,101,.,112,100,95,92
COCCNC(C)=O,94,90,105,118,99,96,106,106
O=S(=O)(NCCCNc1nccc(-c2c(-c3cccc(F)c3)nc3occn23)n1)c1ccc(F)cc1,60,6.9*,13,54,61,27,69,59
Nc1cc2cc(Br)ccc2c(=O)n1NC(=O)c1ccc([N+](=O)[O-])cc1,88,103,94,92,.,116,98,.
C=C(C)[C@@H]1CC[C@]2(C(=O)N3CCN(C)CC3)CC[C@]3(C)[C@H](CC[C@@H]4[C@@]5(C)CCCNC(C)(C)[C@@H]5CC[C@]43C)[C@@H]12,74,81,55,25,111,103,100,83
COCCOCCOC(=O)c1ccc(C(C)C)cc1,97,104,105,95,100,99,102,107
Cn1c(=O)c2[nH]c(/C=C/c3ccc4c(c3)OCO4)nc2n(C)c1=O,94,107,131,80,99,107,121,106
O=C1/C(=C/C2=Cc3ccccc3OC2)SC(=S)N1N1CCOCC1,92,102,102,106,101,104,111,101
Cn1c(C#N)ccc1-c1cc(F)cc(C(=O)NC2CCCC2)c1,97,85,75,92,104,113,103,110
COc1ccc(CNc2c3ccccc3nc3ccccc23)c(OC)c1,14,53,13,18,44,4.8*,67,69
COc1ccc(C2N=C(N)Nc3n[nH]c(N)c32)cc1 (configuration not stated),90,105,106,106,96,.,112,104
COc1ccc(/C=C\C(CC(NO)c2ccc(OC)cc2)=N/O)cc1 (configuration not stated),59,88,98,83,109,104,103,105
CC(=O)OC1CC(C(C)C)CCC1C (configuration not stated),101,.,.,.,92,100,.,92
NS(=O)(=O)c1ccc(CN2C(=O)c3nccnc3C2=O)cc1,108,129,120,87,104,104,126,108
CCOC(=O)c1nc(Nc2ccc(NC(=O)Nc3ccc(Cl)cc3)cc2)c2ccccc2n1,89,89,105,93,84,90,97,102
OCC1(CO)COC2(CCCC2)N1,96,108,103,108,90,113,83,135
Cc1ccc(C(=O)Nc2cc(-n3ccnc3)cc(C(F)(F)F)c2)cc1-n1cc(-c2cnc3cccnn23)nn1,101,113,9.9*,114,31,121,247,95
Nc1nc(N)c2cc(Sc3ccc(Cl)cc3)ccc2n1,20,56,4.9*,7.9*,31,19,55,45
CC(C)(C)n1cc(-c2ccnc(NCCCNS(=O)(=O)c3ccccc3)c2)c(-c2cccc(F)c2)n1,57,19,14,.,72,.,50,79
CCNS(=O)(=O)c1ccc(Cl)cc1,104,83,89,99,98,106,88,111
COc1ccc(-c2c(CC(=O)O)c3cc(OC)ccc3n2Cc2ccc(Cl)cc2)cc1,90,68,.,97,108,85,91,93
C#C[C@]1(O)CC[C@H]2[C@@H]3CC=C4c5sc(N6CCN(C)CC6)nc5CC[C@]4(C)[C@H]3CC[C@@]21C,24,86,0.1*,4.1*,62,48,17,60
C/C(=C\CCc1ccoc1)CC/C=C(\C)CCCN1CCOCC1,28,27,21,21,44,5.7*,59,70
CC/C(=N\N=C(/CC)c1ccccc1O)c1ccccc1O,94,78,92,88,83,78,101,109
COc1cc(OC)c2c(c1)nc(-c1ccc(OC)c(OC)c1)c1c(=O)n(C)c(=O)n(C)c12,108,106,106,138,130,100,109,107
COc1ccc2[nH]c(=O)c(CSc3nccc(-c4ccc5ccccc5c4)n3)cc2c1,72,89,65,71,75,44,96,89
Cl/N=C1/C=CC=C/C1=N/Cl,53,83,89,99,80,45,97,104
COc1ccc2c(c1)C=C1CSCC3=Cc4cc(OC)ccc4OC13O2,20,48,11,27,16,21,31,-0.9*
O=c1ccn(-c2nc(-c3ccccc3)oc2-c2ccccc2)c(=O)[nH]1,87,98,102,126,115,.,124,75
O=C1CC[C@H](NC(=O)OCc2ccccc2)C(=O)O1,101,100,108,97,100,112,99,109
Cc1cccc(Nc2c(N)nc(N)nc2N)c1,107,.,.,88,108,.,111,104
CN1CCN(Cc2ccc(C(=O)Nc3cccc(Nc4ccc5cc(O)ccc5n4)c3)cc2C(F)(F)F)CC1,-78*,-12*,-56*,.,-55*,-89*,78,-2.8*
Cc1nc(-c2ccc(Cl)cc2)ccc1-c1nnc(SCc2ccccc2)o1,95,102,109,108,98,92,109,107
COc1ccc(C(=O)c2ccc(OC)cc2)cc1,89,92,114,97,108,100,106,109
NC(=O)C[n+]1cc2ccccc2cn1,98,108,99,96,92,89,108,91
COc1ccc(C(=O)Nc2cccc(C3CCc4c(cc(OC)c(OC)c4OC)O3)c2)cc1 (configuration not stated),33,16,17,22,63,12,41,39
COC(=O)c1[nH]nc2c1C1(C(=O)Nc3ccccc31)C(C#N)=C(N)O2 (configuration not stated),87,103,109,109,108,98,122,98
CN(C)c1ccc(C2SCC(=O)N2c2nnc(Cn3cnnc3)o2)cc1 (configuration not stated),96,90,72,72,105,97,99,106
NS(=O)(=O)c1cnccc1Oc1cccc2cccnc12,93,109,82,86,102,.,93,89
Cc1ccc(-n2cc(/C=C/C(=O)c3ccc(Br)cc3)c(-c3ccc(S(C)(=O)=O)cc3)n2)cc1,68,79,72,80,83,98,102,110
NCCNc1ccc2cc(-c3nc4ccccc4[nH]3)c(=O)oc2c1,81,82,81,86,66,95,85,92
COc1ccc(-c2c(NC(C)=O)noc2-c2cc3c(c(OC)c2OC)OCO3)cc1,102,85,98,77,100,91,100,110
O=c1[nH]c2cn(-c3ccccc3)nc2c(=O)n1O,90,83,83,81,99,94,107,.
COC(=O)[C@H](NC(=O)C1(C)CCC[C@]2(C)[C@H]3C[C@H]4C(C(C)C)=C[C@]3(CC[C@@H]12)[C@@H]1C(=O)OC(=O)[C@@H]14)C(C)C (some centres not stated),93,96,96,121,103,82,95,90
CNc1ccc2c(c1)Cc1ccccc1-2,78,88,105,106,90,54,.,100
CC(C)C1=C[C@@]23CC[C@@H]4[C@](C)(CCC[C@@]4(C)C(=O)OCC#CCN4CCOCC4)[C@H]2C[C@@H]1[C@H]1C(=O)OC(=O)[C@H]13,87,85,66,100,105,.,85,100
CN(C)c1ccc(/C=C/c2ccnc3ccccc23)cc1N,63,48,31,41,46,5.9*,60,80
N#CCCN(CCC#N)C(CC(=O)O)C(=O)O (configuration not stated),101,98,100,79,104,111,96,98
Nc1ncnc(Nc2ccc(S(=O)(=O)O)cc2)n1,97,97,99,.,101,95,.,89

# Compounds shown so far with an NH in an aromatic ring:
SMILES,MCF7,T-47D,K-562,SR,MDA-MB-231,MDA-MB-468,BT-549,HS 578T
CCOC(=O)C(Cc1ccccc1)N/C(CCCO)=C(/C#N)c1nc2ccc(C)cc2c(=O)[nH]1 (configuration not stated),97,110,96,71,110,.,113,121
Clc1nccc2c(-c3csc(-c4c[nH]c5ccc(Br)cc45)n3)c[nH]c12,24,18,4.0*,6.3*,14,27,53,31
CNC1=C([N+](=O)[O-])C(c2ccc(OC)cc2)c2c([nH]c(=O)[nH]c2=O)N1 (configuration not stated),93,106,105,93,102,105,110,111
Cc1cccc(/C=N/NC(=O)Nc2[nH]c3ccc(S(N)(=O)=O)cc3c2-c2ccccc2)c1,92,96,124,45,82,99,108,105
c1cncc(-c2cn3nc(-c4c[nH]c5ccccc45)sc3n2)c1,35,70,.,.,52,-9.3*,33,58
CN(C)CCc1[nH]c2ccccc2c1CC#N,106,109,101,.,112,100,95,92
Cn1c(=O)c2[nH]c(/C=C/c3ccc4c(c3)OCO4)nc2n(C)c1=O,94,107,131,80,99,107,121,106
COc1ccc(C2N=C(N)Nc3n[nH]c(N)c32)cc1 (configuration not stated),90,105,106,106,96,.,112,104
COc1ccc2[nH]c(=O)c(CSc3nccc(-c4ccc5ccccc5c4)n3)cc2c1,72,89,65,71,75,44,96,89
O=c1ccn(-c2nc(-c3ccccc3)oc2-c2ccccc2)c(=O)[nH]1,87,98,102,126,115,.,124,75
COC(=O)c1[nH]nc2c1C1(C(=O)Nc3ccccc31)C(C#N)=C(N)O2 (configuration not stated),87,103,109,109,108,98,122,98
NCCNc1ccc2cc(-c3nc4ccccc4[nH]3)c(=O)oc2c1,81,82,81,86,66,95,85,92
O=c1[nH]c2cn(-c3ccccc3)nc2c(=O)n1O,90,83,83,81,99,94,107,.

# Screening results (PubChem BioAssay)
